Bioassay records deposited in PubChem BioAssay by several laboratories.
14-3-3 Bad inh: disrupts binding of bovine 14-3-3 zeta to phospho-Bad peptide | inhibition, % at 21.7 µM | AID 781 | TR-FRET 14-3-3zeta/Dy647-pBad peptide displacement, 1 h | hit rate 0.71% among 220,000 | P63103;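 active = inhibition above about 70%, limit read from the data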;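 also: 0% = full 14-3-3 plus peptide FRET controls and 100% = background without 14-3-3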
Target sequence (P63103 whole entry, looked up): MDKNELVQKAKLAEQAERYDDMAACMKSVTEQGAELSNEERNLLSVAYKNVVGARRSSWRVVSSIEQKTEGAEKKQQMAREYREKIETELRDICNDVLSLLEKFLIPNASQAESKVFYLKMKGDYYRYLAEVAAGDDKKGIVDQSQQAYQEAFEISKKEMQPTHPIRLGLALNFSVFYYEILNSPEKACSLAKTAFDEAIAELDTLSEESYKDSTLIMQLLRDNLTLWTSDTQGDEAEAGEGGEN
Mdm2 ligase inh: inhibitors of human Mdm2 E3 ubiquitin ligase. cell-based MDM2 ubiquitination luciferase reporter, 2 h; 0 = plate control, 100 = twice control, blank-subtracted. signal enhancement, % at 5 µM. hit rate 0.11% among 210,000. AID 1230;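 active = signal enhancement of 30% or more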;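 also: luminescence tracks abundance of the self-degrading MDM2-luciferase fusion protein; higher signal means inhibition of MDM2 E3 ligase activity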
Target sequence (Q00987 whole entry, looked up, the tested form may be a part): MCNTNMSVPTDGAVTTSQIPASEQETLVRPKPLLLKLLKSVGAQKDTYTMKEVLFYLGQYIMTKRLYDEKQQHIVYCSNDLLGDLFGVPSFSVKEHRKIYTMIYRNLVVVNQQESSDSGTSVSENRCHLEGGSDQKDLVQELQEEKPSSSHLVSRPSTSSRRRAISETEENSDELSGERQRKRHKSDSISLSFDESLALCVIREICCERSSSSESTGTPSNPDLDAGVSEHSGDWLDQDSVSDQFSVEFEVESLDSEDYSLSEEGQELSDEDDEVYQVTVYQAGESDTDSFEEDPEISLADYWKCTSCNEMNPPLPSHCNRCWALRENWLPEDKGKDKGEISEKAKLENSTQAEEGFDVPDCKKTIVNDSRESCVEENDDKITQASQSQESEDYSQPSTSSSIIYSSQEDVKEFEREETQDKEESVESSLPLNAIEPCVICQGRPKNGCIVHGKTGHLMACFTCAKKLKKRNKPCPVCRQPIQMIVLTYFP
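Assay system: stable mammalian line carrying autodegrading MDM2–luciferase fusion reporter; amount: 2000 cells seeded into each well; buffer or medium: DMEM; benchmarks: plate control and blank wells; signal: luciferase luminescence; timing: 2 h compound exposure at 37 °C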
FXIa inh 1536: factor XIa (human) inhibition | P03951 | purified FXIa, Boc-Glu-Ala-Arg-AMC fluorogenic substrate | inhibition, % at 5 µM | hit rate 0.14% among 220,000 | AID 798;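 active = inhibition of at least 40%; inactive = inhibition below 40%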;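 also: fluorescence of freed AMC excited at 355 nm; 0% = enzyme without compound and 100% = no enzyme blank; many of its hits are not listed in these tables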
Wee1 stabilizer: blocks degradation of human Wee1 kinase; P30291; HeLa Luc-Wee1K328M stability, luciferase luminescence; 100% = proteasome inhibitor MG132 effect; reporter increase, % at 5 µM; hit rate 1.2% among 220,000; AID 1321;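 active = activation above the mean of all tested compounds plus 3 SD, set per screening run, cut at about 8.8% in these data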;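 also: cells exposed to compound for 20 h before luminescence read; 0% = DMSO alone and 100% = MG132 at 30 µM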
Rad51 HR inh: Rad51 (human) homologous recombination inhibition. inhibition, % at 10 µM. hRad51 DNA strand exchange, fluorescence dequenching. hit rate 0.085% among 200,000. Q06609;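 active = inhibition above 40% at the single screening dose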;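 also: 0% = DMSO control wells and 100% = blanks with heterologous ssDNA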
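Read-out basis: percent inhibition relative to plate controls and blanks / Assay system: human Rad51 nucleoprotein filaments preassembled on unlabelled ssDNA / Timing: filaments 15 min 37 °C, then compound 30 min / Control set: per-plate controls and blanks / Technique: fluorescence dequenching at 485/520 nm / Compound: 10 µM final, single point / Also added: Fluorescein- and BHQ1-tagged 47-mer duplex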
eIF4E-4G inh: eIF4E/eIF4G interaction inhibition in translation initiation | TR-FRET eIF4E-eIF4GI(517-606) binding, 2 h | inhibition, % at 21.7 µM | hit rate 0.37% among 220,000;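 active = inhibition above about 30%, limit read from the data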;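 also: 0% = full FRET control wells and 100% = background wells lacking eIF4GI fragment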
FXIIa inh 1536: inhibitors of human coagulation factor XIIa; inhibition, % at 5 µM; AID 800; hit rate 0.3% among 220,000; P00748; purified FXIIa, Boc-QGR-AMC fluorogenic substrate, 2 h; in the data active = inhibition above about 40%;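 also: 0% = enzyme with no compound and 100% = blank without enzyme; many of its hits are not listed in these tables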
hK5 inh: blocks human kallikrein 5 protease activity; recombinant hK5, fluorogenic AMC substrate cleavage; inhibition, % at 5 µM; hit rate 0.59% among 210,000;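 active = inhibition of 40% or more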;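 also: 0% = enzyme controls without compound and 100% = no-enzyme blanks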
Target sequence (Q9Y337 67-293 limits assumed): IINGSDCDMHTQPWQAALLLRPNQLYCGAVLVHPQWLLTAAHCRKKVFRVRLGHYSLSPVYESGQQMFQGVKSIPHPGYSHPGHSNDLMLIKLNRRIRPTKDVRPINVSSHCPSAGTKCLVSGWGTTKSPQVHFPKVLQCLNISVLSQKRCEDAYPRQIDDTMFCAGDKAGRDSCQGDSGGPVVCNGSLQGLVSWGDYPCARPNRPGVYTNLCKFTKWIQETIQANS
p97 inhibitor: human p97 ATPase inhibition; inhibition, % at 8 µM; recombinant p97 ATPase, Kinase-Glo ATP luminescence, 3 h; hit rate 0.42% among 220,000; in the data active = inhibition above about 15%;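 also: 0% = DMSO vehicle and 100% = wells lacking enzyme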
* = called active by the depositor; i = inactive; . = not tested or not shown; [ ] = dose if it differs, or a comment. A portion of the library; rates above refer to the full screens.

Each structure is followed by: eIF4E-4G inh	FXIIa inh 1536	14-3-3 Bad inh	p97 inhibitor	Rad51 HR inh	hK5 inh	Mdm2 ligase inh	FXIa inh 1536	Wee1 stabilizer
O=C(COC(=O)c1cccc(O)c1)Nc1ccc(Cl)cc1C(=O)c1ccccc1
→ -2	29	7	11	3	-11	-13	30	-1
Clc1ccccc1Nc1ncnc(-n2cccc2)n1
→ -4	-5	0[fluorescence artefact?]	2	-1	-16	10	-7	0
CC(C)CC12CN3CCN(CC(C3)/C1=N/O)C2
→ -6	10	-6	7	-1	3	1	6	0
c1cncc(CNCCc2c[nH]c3ccccc23)c1
→ -1	-11	-6	3	0	-24	-17	-7	1
CCCCCCNC(=O)N[C@H](Cc1ccc(O)cc1)C(=O)NCCC[C@H]1CN2C(=NC[C@H]2CCC)N1CC1CCC1
→ 56*	9	-11	.	.	-1	-5	-1	.
CCc1ccc(CNCCc2ccc(F)cc2)cc1
→ -4	11	-3	0	.	-13	-5	6	2
O=C(c1cc(-c2ccccc2)on1)N1CCC2(CC1)OCCO2
→ 0	9	-3	1	24	-6	-20	0	1
O=C1CN(C(=O)CN2CCCCC2)C(c2ccccc2)c2cc(Br)ccc2N1 (stereo not given)
→ 4	13	7	1	-9	0	-11	-3	-1
CN(C(=O)c1ccc(Cl)nc1)C1(c2ccccc2Cl)CCCCC1=O (stereo not given)
→ 0	4	-4	0	-1	-4	-9	-1	-2
C(=N\NC1=NCCCCC1)/c1c[nH]c2ccccc12
→ -6	11	-3	-1	.	1	.	1	3
CC1CCC(C(C)C)C(OC(=O)Cn2c(COc3ccccc3)[n+](C)c3ccccc32)C1 (stereo not given)
→ 1	4	11	4	-6	1	-10	1	-1
CNS(=O)(=O)c1ccc(N=Cc2c(O)n(-c3cccc(C)c3)c(=O)[nH]c2=O)cc1
→ -1	-1	-2	2	.	-3	-8	-5	-3
CCCCCc1nc2ccccc2c(=O)n1-c1ccccc1[N+](=O)[O-]
→ -25	31	14	-5	-1	1	-15	4	-2
Cc1ncc(CN2CCCC(C(=O)c3cccc(Cl)c3)C2)s1 (stereo not given)
→ 4	8	-2	1	6	3	14	-1	3
CCOC(=O)c1nc2ccccc2c(=O)n1-c1cccc(C)c1
→ -3	8	6	3	-11	5	-13	-24	-3
COc1ccc(C(CC(=O)N2CCC3(CC2)OCCO3)NS(=O)(=O)c2ccc(F)cc2)cc1 (stereo not given)
→ 0	8	4	-2	7	15	-19	-5	-2
CCN(CC)CCNCC(=O)Nc1ccc(Cl)cc1C(=O)c1ccccc1
→ 8	4	86*	2	1	-7	.	-3	0
O=C(c1cccs1)N1C2CCC1CC(O)(c1cccnc1)C2 (stereo not given)
→ -2[fluorescence artefact?]	18	4[fluorescence artefact?]	4	-12	-12	-5	3	1
COc1cc(-n2c(=S)[nH]c3ccc(C)cc3c2=O)c(Cl)cc1Cl
→ 0	3	-8	3	-20	-11	-23	-1	-1
COc1ccc(/C=C/C(=O)c2c(O)n(CCC3=CCCCC3)c(=O)[nH]c2=O)cc1OC
→ -6	8	-12	4	-74	0	.	1	-3
COc1ccc(OC)c(C(c2c(O)c3ccccc3oc2=O)c2c(C)n(C)n(-c3ccccc3)c2=O)c1 (stereo not given)
→ -3	8	-5	2	23	-7	-7	3	2
O=c1[nH]c(=S)[nH]c(O)c1N=Nc1ccc2c(c1)OCO2
→ 6	3	-15	-11	-7	-5	-15	-3	-3
COc1cccc(O)c1CN1CCCC(C(=O)c2sccc2C)C1 (stereo not given)
→ 1	8	-8	-3	.	4	-13	2	-3
CCC(=O)N1CC(=O)Nc2ccc(F)cc2C1c1ccccc1 (stereo not given)
→ 0[fluorescence artefact?]	2	-4	4	6	-2	-7	-5	-3
CN1CCN(c2ccc([N+](=O)[O-])c(NCC3CCCO3)c2)CC1 (stereo not given)
→ -4	10	10	4	-4	-12	-16	1	-4
O=C1NC(=S)NC(=O)C1=Cc1cccn1-c1ccc(O)cc1
→ 19	6	39	3	6	3	18	0	0
CCCCCCn1c(O)c(C(C)=NC)c(=O)[nH]c1=O
→ 9	0	-3	-5	-5	-4	.	-8	6
CCOC(=O)C1(c2ccccc2)CCN(Cc2cccc(C(=O)O)c2)CC1
→ 5	19	34	-3	-2	44*	-12	12	-3
CN1Cc2cccnc2N(C)Cc2cc(Cl)ccc21
→ 10	0	-18	-1	1	-14	11	-3	-3
c1ccc(C(OCCN2CCNCC2)c2ccccc2)cc1
→ .	10	.	9	-11	-5	-14	-2	-2

Single entries from above:
CCCCCCNC(=O)N[C@H](Cc1ccc(O)cc1)C(=O)NCCC[C@H]1CN2C(=NC[C@H]2CCC)N1CC1CCC1 – FXIa inh 1536: -1
CC(C)CC12CN3CCN(CC(C3)/C1=N/O)C2 – FXIa inh 1536: 6
O=C1NC(=S)NC(=O)C1=Cc1cccn1-c1ccc(O)cc1 – 14-3-3 Bad inh: 39

(more compounds)
Each structure is followed by: eIF4E-4G inh	FXIIa inh 1536	14-3-3 Bad inh	p97 inhibitor	Rad51 HR inh	hK5 inh	Mdm2 ligase inh	FXIa inh 1536	Wee1 stabilizer
COC(=NC1CCCCC1)C(O)c1c[nH]c2ccccc12 (stereo not given)
→ 9	31	-2	-5	-8	-2	-6	14	-1
Cc1cc(C)nc(NS(=O)(=O)c2ccc(N=Cc3c(O)n(C)c(=O)n(C)c3=O)cc2)n1
→ 0	7	5	2	0	-23	-9	-1	-2
COc1ccc(NP(=O)(Nc2ccc(OC)cc2)Oc2ccccc2)cc1
→ 2	2	1[fluorescence artefact?]	-4	7	-7	-9	-8	-2
CNCCc1ccc(OC)c(OC)c1
→ -7	6	0	.	-4	3	-47	3	.
Cc1nn(Cc2ccccc2Cl)c(Cl)c1C(=O)O
→ 2	4	-4	4	-1	-2	5	-3	-4
C=CCn1c(O)c(C(CC)=Nc2ccc(C(=O)O)cc2)c(=O)[nH]c1=O
→ -4	2	-10	-1	.	-2	-1	-3	2
COc1cc2c(cc1OC)-c1c(OC)c(OC)cc3c1[C@H](C2)[N+](C)(C)CC3
→ -3	11	6[fluorescence artefact?]	5	0	-11	.	5	-1
COc1ccc(NC(=O)c2cn(CCC#N)nc2-c2ccc([N+](=O)[O-])cc2)cc1
→ 3	0	-1	2	9	-4	-8	-4	-4
CSc1ncc(/C=C2/C(=O)NC(=O)N(c3ccc(C(C)C)cc3)C2=O)cn1
→ 10	1	0	6	3	-3	-2	5	1
Oc1cc2c(cc1O)[C@H]1c3ccccc3CN[C@@H]1CC2
→ -3	.	0	8	-5	.	.	.	-1
CC1=NN(c2ccccc2)C(=O)/C1=C/c1c(O)[nH]c(=S)[nH]c1=O
→ -7	2	54	-4	4	2	-7	-4	1
C[N+](C)(C)Cc1ccccc1
→ 2	8	-2	3	4	-8	.	15	-1
O=c1[nH]c(O)c(/C=C2/C=CC(c3cc(Cl)ccc3Cl)=N2)c(=O)[nH]1
→ -13	0	45	1	i	-2	.	-4	-3
CCN1CC2(COC(=O)c3ccccc3N)CCC(OC)C34C5CC6C(OC)CC(O)(C5C6OC)C(O)(C(OC)C23)C14 (stereo not given)
→ 5	9	-1	1	-7	-49	8	7	-1
Nc1ccc(C2(c3ccc(N)cc3)CN3CCC2CC3)cc1
→ 0	0	-3	-2	2	-27	-4	-3	-3

Three structures already listed, ordered by formula weight, low to high.
Each structure is followed by: eIF4E-4G inh	FXIIa inh 1536	14-3-3 Bad inh	p97 inhibitor	Rad51 HR inh	hK5 inh	Mdm2 ligase inh	FXIa inh 1536	Wee1 stabilizer
CNCCc1ccc(OC)c(OC)c1
→ -7	6	0	.	-4	3	-47	3	.
COc1ccc(NC(=O)c2cn(CCC#N)nc2-c2ccc([N+](=O)[O-])cc2)cc1
→ 3	0	-1	2	9	-4	-8	-4	-4
Cc1cc(C)nc(NS(=O)(=O)c2ccc(N=Cc3c(O)n(C)c(=O)n(C)c3=O)cc2)n1
→ 0	7	5	2	0	-23	-9	-1	-2

Going on with the list:
Each structure is followed by: eIF4E-4G inh	FXIIa inh 1536	14-3-3 Bad inh	p97 inhibitor	Rad51 HR inh	hK5 inh	Mdm2 ligase inh	FXIa inh 1536	Wee1 stabilizer
Cc1ccccc1C1=NCC(=S)Nc2ccc(Cl)cc21
→ 2	14	-11	1	1	-15	.	2	-3
CN(C)c1ccc(/C=C/[N+](=O)[O-])cc1
→ 3	10	-7[fluorescence artefact?]	2	-23	-14	0	7	-2
CCn1c(=N)n(Cc2ccccc2F)c2ccccc21
→ 11	-1	-10[fluorescence artefact?]	2	1	-14	11	-7	-4
Cc1cc(C=C2C(=O)N(C)C(=O)N(C)C2=O)c(C)n1-c1ccccc1
→ -2	3	-1	-2	15	-8	-8	-3	1
O=C1Nc2ccccc2/C1=C/c1cnc[nH]1
→ -1	-7	-18	-4	-1	13	-14	-9	2
CC(C)C1(C)N=C(c2ncccc2C(=O)O)NC1=O (stereo not given)
→ 6	3	14	4	1	-29	-5	1	-1
CC#CP(=O)(OC)C(O)(CF)c1ccccc1 (stereo not given)
→ -1[fluorescence artefact?]	7	-3	-4	.	-14	-5	-4	1
CC(Cc1ccccc1Sc1ccccc1O)N(C)C (stereo not given)
→ -4[fluorescence artefact?]	-11	21[fluorescence artefact?]	3	-11	-21	-6	2	1
COc1ccc(CN2C(=O)NC(=O)/C(=C/c3cc(OC)c(OC)c(OC)c3)C2=O)cc1
→ -2	8	0	6	-45	2	-8	2	0
Cc1cccc(-n2c(-c3ccco3)nc3ccccc3c2=O)c1C
→ -2	4	2	0	3	-5	-10	-3	-4
N#CC(c1ccccc1)N1CCOCC1 (stereo not given)
→ -1	2	-11	-2	9	-2	-8	-4	5
CC1=CC(=C2C(=O)NC(=O)NC2=O)C=C(C(F)(F)F)N1Cc1ccccc1
→ 5	6	3	-6	-4	-2	-6	-2	3
COc1ccc(CCNCc2cccc(C(F)(F)F)c2)cc1OC
→ 3	4	31	2	2	0	4	-1	-1
OC(CNC1CCCCCCC1)c1ccccc1 (stereo not given)
→ 5	.	8	2	0	-5	5	-4	5
COc1cc(/C=C2/C(=O)NC(=O)N(c3ccc(C)cc3)C2=O)cc(OC)c1OC
→ -2	4	0	4	7	-1	3	-1	8
NC1C2CN3CCN(C2)CC1(c1ccccc1)C3 (stereo not given)
→ -3	9	-4	7	11	1	-16	2	-2
